# Screening results as filed in PubChem BioAssay.
# RECQ1 inh: blocks DNA unwinding by human RECQ1 | P46063 | RECQ1 DNA unwinding, red fluorescence kinetic read | Potency, µM (doses to about 57.3 µM), without a hit: at the highest dose activity, negative = inhibition, most hits filed as inhibitors | 240,000 tested, 0.54% active;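 further: plate controls were vehicle for no effect and no enzyme for full effect; nearly all actives have a fitted effect of over 30% in size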
# Target sequence (P46063 whole entry, looked up): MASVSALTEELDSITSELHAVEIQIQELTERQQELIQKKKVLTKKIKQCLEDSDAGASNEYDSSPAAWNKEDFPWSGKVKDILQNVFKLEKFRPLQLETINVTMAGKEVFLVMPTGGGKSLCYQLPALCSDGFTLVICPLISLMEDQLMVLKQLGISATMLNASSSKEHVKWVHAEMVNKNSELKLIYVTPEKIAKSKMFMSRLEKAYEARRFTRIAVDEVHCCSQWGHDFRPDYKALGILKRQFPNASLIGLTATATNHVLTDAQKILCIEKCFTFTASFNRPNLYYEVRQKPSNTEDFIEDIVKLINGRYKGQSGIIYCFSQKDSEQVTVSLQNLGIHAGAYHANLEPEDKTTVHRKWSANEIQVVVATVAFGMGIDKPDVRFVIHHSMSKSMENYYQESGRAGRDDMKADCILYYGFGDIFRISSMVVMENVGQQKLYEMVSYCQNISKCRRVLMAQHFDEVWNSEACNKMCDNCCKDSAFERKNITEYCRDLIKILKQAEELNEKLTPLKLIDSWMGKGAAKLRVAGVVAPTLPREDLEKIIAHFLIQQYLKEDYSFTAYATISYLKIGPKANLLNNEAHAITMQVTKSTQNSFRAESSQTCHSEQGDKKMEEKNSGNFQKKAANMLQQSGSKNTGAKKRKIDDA
#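 RECQ1T1 50 nM; forked duplex (20 bp + 30-nt ss tails) 200 nM, ATP 2 mM final; pH 8.0, 2 mM MgCl2, 2.5 ug/ml poly(dI-dC); 15 min compound preincubation; discontinuous kinetic read over 2 h at RT.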
# L3MBTL1 block: blocks human L3MBTL1; Potency, µM (highest dose often 57.1 µM), for inactives: top-dose activity, negative = inhibition, hits mostly inhibitors; AlphaScreen L3MBTL1–H3K9me1 peptide binding; Q9Y468; 230,000 tested, 0.66% active; AID 485360; further: nearly all actives have a fitted effect of over 60% in size
#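 First, the protein-peptide complex forms for 30 min at room temperature (L3MBTL1 50 nM, biotinylated H3K9me1 peptide 75 nM). Next, compounds are pin-transferred and incubated 30 min. Finally, AlphaScreen beads are added and read after 30 min.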
# GAA spleen mod: inhibitors or activators of human alpha-glucosidase in spleen homogenate; P10253; Potency, µM (titrated, usually from 79.9 µM), for the others: at the highest dose activity change, negative = inhibition, hits mostly inhibitors; AID 2112; human spleen homogenate, 4-MU-alpha-glucoside fluorescence; 240,000 tested, 0.006% active;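 further: 0% = enzyme with vehicle and -100% = no enzyme basal signal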
#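 Enzyme source: human spleen homogenate, 1 ug/well. Buffer 50 mM citric acid/K phosphate pH 5.0, 0.01% Tween-20. 4-MU-alpha-glucoside 1 mM; 37 C x 40 min; NaOH/glycine stop; fluorescence.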
# TexasRed fluor: counter-screen for TRb-SRC2 inhibitors: fluorescence interference; TRb/SRC2 Texas Red total fluorescence interference; Potency, µM (titrated, usually from 106 µM), for the others: top-dose fluorescence change, negative = quenching; 280,000 tested, 0.29% active; AID 1479; active means well fitted curve in either direction with a large enough effect; inconclusive means small, poorly fitted or top-dose-only effect
#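 Human TRb ligand-binding domain at 0.6 uM with 20 nM Texas Red SRC2 peptide in Tris buffer containing 1 uM T3 and 5% DMSO, incubated with compound 5 h at ambient temperature. Total fluorescence (555/632 nm) calculated as parallel + 2 × perpendicular.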
# TRb SRC2 PPI: TRbeta-SRC2 interaction inhibition; TRbeta-SRC2 peptide binding, fluorescence polarization; receptor liganded with 1 µM T3; Potency, µM (titrated, usually from 106 µM), for the others: at the highest dose activity change, negative = inhibition, most hits filed as inhibitors; 280,000 tested, 0.065% active;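 further: plate controls were bound peptide for no effect and peptide without receptor for full effect; nearly all actives have a fitted effect of over 50% in size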
#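 Binding of a 20-amino-acid Texas Red SRC2 peptide (20 nM) to TRb ligand-binding domain (0.6 uM) with agonist T3 at 1 uM was followed by fluorescence polarization after a 5 hr room-temperature incubation.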
# GoLoco inh red: RGS12 GoLoco-Gai1 interaction inhibition; P63096; Gai1:RGS12 GoLoco peptide FP, rhodamine, 10 min; Potency, µM (titrated, usually from 61.6 µM), inactives show at the highest dose activity, negative = inhibition, most hits filed as inhibitors; 230,000 tested, 0.44% active; active means well fitted inhibition curve with a large enough effect, not every such curve was filed as active; inactive means no such curve, though single readings can be large or run the other way; further: nearly all actives have a fitted effect of over 30% in size; many of its hits are not listed in these tables
# Target sequence (P63096 whole entry, looked up): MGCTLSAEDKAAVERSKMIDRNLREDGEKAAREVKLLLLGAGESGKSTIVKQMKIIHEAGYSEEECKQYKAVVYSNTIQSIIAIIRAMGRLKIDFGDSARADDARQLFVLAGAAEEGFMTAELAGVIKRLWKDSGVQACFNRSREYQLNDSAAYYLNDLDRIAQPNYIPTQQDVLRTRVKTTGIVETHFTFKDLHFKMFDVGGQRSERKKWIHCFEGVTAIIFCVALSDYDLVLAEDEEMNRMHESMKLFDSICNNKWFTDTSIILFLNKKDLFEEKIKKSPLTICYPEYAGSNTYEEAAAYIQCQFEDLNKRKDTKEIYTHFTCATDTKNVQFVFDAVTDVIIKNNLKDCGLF
# GAA glycogen: GAA glycogen-cleavage inhibition or activation; P10253; recombinant GAA, glycogen substrate, Amplex Red glucose oxidase fluorescence; Potency, µM (titrated, usually from 76.4 µM), without a hit: at the top dose activity change, negative = inhibition, usual class: inhibitors; 300,000 tested, 0.38% active;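 further: 0% = full enzyme reaction and -100% = no-enzyme basal signal; the screen sought inhibitors and activators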
#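 Natural-substrate format: glycogen cleavage by 4 nM human enzyme, glucose read by Amplex Red coupling (Ex 573, Em 610 nm). Normalized to enzyme and no-enzyme controls.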
# GAA inh: alpha-glucosidase (human) inhibition; P10253; purified human GAA, 4-MU-alpha-glucoside fluorescence; Potency, µM (highest dose often 76.9 µM), without a hit: at the top dose activity change, negative = inhibition, usual class: inhibitors; 200,000 tested, 0.005% active;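 further: plate controls were uninhibited enzyme wells for no effect and no-enzyme background for full effect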
#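 AC50 values come from Hill fits of compound titrations (up to 77 uM) against 4 nM human enzyme. Substrate 4-methylumbelliferyl-alpha-D-pyranoside at 400 uM, pH 5.0 citrate buffer, 20 min room temperature; fluorescence Ex 365/Em 440 after alkaline stop.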
# * marks the source's active call; other numbers are inactive results; i = inactive; ? = inconclusive; . = not tested or not shown; & = joins results of further samples; [ ] = another dose, or the depositor's remark. Unless noted, the call rests on the fitted dose curve; in most records, active means well fitted curve in the direction sought with a large enough effect; inconclusive means small, poorly fitted or top-dose-only effect, or another doubt; inactive means no such curve, though single readings can be large; an effect the other way counts as inactive or inconclusive. Unless noted, on the % scale 0 is the no-effect control and ±100 the full control effect; potency means the concentration at half of the fitted maximal effect. These rows are one share of the data, so the mix of outcomes need not match the whole.
# Below each SMILES – RECQ1 inh | L3MBTL1 block | GAA spleen mod | TexasRed fluor | TRb SRC2 PPI | GoLoco inh red | GAA glycogen | GAA inh
> COc1ccc(C2CC(O)(c3ccccc3)Oc3cc(OC)ccc32)cc1 (centres undefined)
    -15.3%&-22.0% | . | -4.8%&-11.6% | -3.0%&-0.2% | 2.7%&8.2% | -4.6% | -14.7% | .
> O=C(COc1ccccc1Cl)N(Cc1ccco1)C1CCS(=O)(=O)C1 (centres undefined)
    i | 2.3% | 2.7% | 0.0% | -0.9% | . | -18.0% | 5.5%
> COc1nc(-c2cccc([N+](=O)[O-])c2)nc2ccccc12
    0.7% | -0.1% | -2.9% | 0.9% | -3.6% | 2.3% | -2.2% | .
> Cc1ccc(S(=O)(=O)N2CCN(C(=O)N(C)C)CC2)cc1C
    -11.0% | . | -3.5% | -4.4% | -2.1% | 5.8% | 5.4% | -3.5%
> Cc1ccc(/C(=C/CN2CCCC2)c2ccccn2)cc1
    -5.9% | . | -2.5% | -0.3% | -0.2% | -5.2% | . | .
> CSc1ncccc1C(=O)OCC(=O)NC(C)(C)C
    1.4% | -5.5% | -9.0% | -1.8% | -3.2% | 8.5% | 4.2% | -1.4%
> N/C(=N\OC(=O)c1ccc(Br)o1)c1ccccn1
    17.4% | 6.2% | 2.3% | -3.6% | 4.5% | 6.3% | 1.7% | 9.4%
> Cc1ccc(-c2csc(NC(=O)N3CCOCC3)n2)cc1
    i | 2.7% | 0.9% | -1.2% | 6.0% | 5.5% | -5.6% | -11.9%
> COc1ccc(-c2cc(-c3ccccc3)nc(SCC(=O)Nc3nccs3)c2C#N)cc1
    -5.9% | ? | -17.9% | 0.6% | 4.5% | . | 17.5% | 4.7%
> Cn1nnnc1SCC(=O)Nc1ccccc1Cc1ccccc1
    i | -0.5% | -3.0% | -4.7% | -0.8% | 5.2% | -4.1% | -6.8%
> CCOC(=O)c1c(NC(=O)C2C3C=CC(C3)C2C(=O)O)sc2c1CC(C)CC2 (centres undefined)
    i | -3.9% | -21.3% | -0.2% | 4.3% | 18.3% | 13.8% | 1.6%
> Cc1cc(C)cc(N2CC(C(=O)O)CC2=O)c1 (centres undefined)
    ? | . | -7.6% | -3.7% | -7.3% | 3.3% | -7.8% | -2.1%
> Cc1ncc(CO)c2cc(C(N)=O)c(=Nc3ccccc3)oc12
    i | -1.9% | -0.5% | -7.2% | -9.9% | -1.0% | 5.3% | -2.6%
> Cc1ccc(C)c(Cn2c(CO)nc3ccccc32)c1
    -5.5% | -6.5% | 5.0% | -5.1% | -3.4% | -3.3% | 0.6% | -7.5%
> O=C1CCCC(=O)N1c1ccc(O)cc1
    21.8% | -1.6% | 2.2% | -2.7% | -6.9% | 11.5% | 8.6% | 7.5%
> COC(=O)C(Cc1ccccc1)NC(=O)CSc1nc(N)cc(=O)[nH]1 (centres undefined)
    i | -1.1% | -1.0% | 1.6% | 1.2% | -6.4% | 4.0% | -2.1%
> CC(=O)Oc1ccc(C(=O)Nc2cc(NC(=O)c3ccc(OC(C)=O)cc3)cc(C(=O)NC(C)(C)C)c2)cc1
    -8.7% | 2.1% | 7.7% | -1.1% | 2.0% | 21.4% | 7.0% | 6.9%
> Cc1ncc([N+](=O)[O-])n1CCOC(=O)Nc1ccc([N+](=O)[O-])cc1
    -15.6% | 4.8% | -4.2% | -5.3% | 3.4% | 20.0% | 3.7% | -3.1%
> C=C(C)C1CC=C(C)/C(=N/NC(=O)c2cccc([N+](=O)[O-])c2)C1 (centres undefined)
    i | 4.0% | -7.3% | -0.6% | -8.6% | 3.6% | -4.3% | -0.9%
> c1ccc2c(NCC3CCCO3)nc(N3CCCCC3)nc2c1 (centres undefined)
    i | -2.8% | 25.0% | -1.6% | 0.2% | 17.0% | 2.0% | ?
> CCc1nnc(N/N=C/c2c(C)[nH]c3ccccc23)n1N
    i | -19.5% | -0.3% | -5.4% | -3.9% | 7.0% | 7.94µM* | 8.0%
> COc1ccc(Cn2nnnc2CN2CCOCC2)cc1
    -6.6% | 7.9% | -3.3% | -1.7% | -0.5% | 7.4% | 0.8% | -2.3%
> N#C/C(=C(/O)COC(=O)CCCNC(=O)c1ccc(Cl)cc1)c1nc2ccccc2[nH]1
    -2.8% | -3.9% | 0.5% | -4.1% | 0.6% | 63.7%[activator] | 2.0% | -3.5%
> CCCc1ccc(OCC(=O)Nc2cc(S(=O)(=O)CC)ccc2O)cc1
    -2.2% | -10.1% | 4.4% | -1.8% | -5.3% | 1.4% | 2.6% | -3.8%
> O=C(CNCC1CCCO1)Nc1ccccc1N1CCCCCC1 (centres undefined)
    -0.1% | -3.1% | 2.0% | -0.1% | -4.2% | 0.2% | ? | -6.2%
> Cc1ccc(-n2c(C)cc(C(=O)COC(=O)C3=NNC(=O)CC3)c2C)cc1
    7.3% | . | -8.8% | 2.1% | 10.3% | 12.3% | -12.5% | ?
> CC(=O)Nc1ccc(C2NC(=S)N(c3ccccc3C(F)(F)F)C(C)=C2C(=O)N2CCOCC2)cc1 (centres undefined)
    -2.2% | 3.5% | -20.0% | -1.4% | 2.7% | 11.7% | -2.6% | 3.8%
> CCOC(=O)c1nnn2c1nc(N(CC)CC)c1ccccc12
    i | 11.0% | 3.4% | -6.2% | -3.1% | 21.4% | -6.3% | -6.8%
> O=C(N/N=C/C(Br)=C/c1ccccc1)C(O)c1ccccc1 (centres undefined)
    -5.4% | -4.0% | -3.1% | -0.3% | 5.1% | 8.9% | 2.8% | .
> Cc1cc(/C=N/NC(=O)c2nn(C)cc2Cl)c(C)n1-c1cccc(Br)c1
    i | -9.0% | -5.1% | -7.4% | -2.5% | 5.4% | -3.6% | -3.2%

# Shown tab-delimited: four of the compounds above
mol	RECQ1 inh	L3MBTL1 block	GAA spleen mod	TexasRed fluor	TRb SRC2 PPI	GoLoco inh red	GAA glycogen	GAA inh
Cc1ncc(CO)c2cc(C(N)=O)c(=Nc3ccccc3)oc12	i	-1.9%	-0.5%	-7.2%	-9.9%	-1.0%	5.3%	-2.6%
Cc1ccc(C)c(Cn2c(CO)nc3ccccc32)c1	-5.5%	-6.5%	5.0%	-5.1%	-3.4%	-3.3%	0.6%	-7.5%
O=C1CCCC(=O)N1c1ccc(O)cc1	21.8%	-1.6%	2.2%	-2.7%	-6.9%	11.5%	8.6%	7.5%
COC(=O)C(Cc1ccccc1)NC(=O)CSc1nc(N)cc(=O)[nH]1 (centres undefined)	i	-1.1%	-1.0%	1.6%	1.2%	-6.4%	4.0%	-2.1%

# The listing continues:
# Below each SMILES – RECQ1 inh | L3MBTL1 block | GAA spleen mod | TexasRed fluor | TRb SRC2 PPI | GoLoco inh red | GAA glycogen | GAA inh
> Nc1nonc1-n1nnc(C(=O)c2ccccc2)c1-c1ccccc1
    -3.9% | 1.4%[11.4 µM] | -2.9% | -8.5% | -0.3% | 4.0% | 4.2% | -3.0%
> CC1(C)NC(C)(C)c2nonc2/C1=N\O
    -0.8% | -0.7% | 4.2% | -3.1% | -7.5% | 9.5% | 5.9% | -8.3%
> O=C(c1ccccc1)N1N=C(c2ccccc2)CC1c1ccccc1O (centres undefined)
    i | -13.3% | 4.7% | -2.2% | 4.2% | 17.5% | -7.5% | -8.1%
> CCN1C/C(=C\c2cccc(C)c2)c2nc3ccccc3c(C(=O)O)c2C1
    8.3% | 0.6% | -12.1% | -1.6% | -20.2% | 5.3% | 8.6% | -4.7%
> O=C(CC1Oc2ccccc2NC1=O)NC1CC1 (centres undefined)
    -3.0% | . | 2.6% | -2.8% | -2.8% | 5.3% | 7.7% | -1.8%
> CC(Oc1ccccc1)C(=O)Nc1cccc(F)c1 (centres undefined)
    -5.5% | . | -2.9% | 3.0% | 5.3% | 5.6% | 0.4% | 0.2%
> CC(=O)NC(=S)Nc1cccc([N+](=O)[O-])c1
    i | 6.9%[11.4 µM] | -0.3% | -0.2% | 1.6% | 13.1% | 8.0% | 3.6%
> CCOC(=O)c1cn2nc(Oc3ccc(C(=O)OC)cc3)ccc2n1
    -10.3% | 58.6%[activator] | 0.2% | -6.9% | -6.5% | -13.0% | 1.1% | .
> COc1ccc(CNC(=O)CSc2nnc(Cn3nnc4ccccc43)n2C)cc1
    -0.3% | . | 3.6% | -0.6% | 9.1% | 10.8% | 3.4% | ?
> O=C1NN(c2ccccc2)C(=O)/C1=C/c1cccs1
    -3.3% | -14.6% | -16.9% | -2.2% | -12.0% | 10.9% | -24.5% | 4.2%
> O=C(Nc1ccc2c(c1)OCCO2)c1cc2ccccc2o1
    -5.4% | . | -3.8% | -4.3% | 2.5% | 5.2% | -5.0% | -3.7%
> Cc1ccccc1-n1c(Cn2c(=O)sc3ccccc32)nnc1SCC(=O)NCC1CCCO1 (centres undefined)
    -7.2% | . | 4.1% | -3.7% | -13.8% | 4.0% | 6.0% | -3.1%
> CC(C)N(Cc1nc(-c2ccccc2)no1)C(=O)Cc1ccccc1
    -7.5% | -3.4% | -2.8% | -4.5% | -1.6% | 1.6% | 4.7% | -1.6%[15.4 µM]
> CN(c1ccc(OCC(=O)OCC(=O)Nc2ccc(F)cc2)cc1)S(=O)(=O)c1ccc(Cl)cc1
    -15.0% | 4.0% | -8.8% | 3.9% | 4.2% | 5.0% | 11.6% | -4.2%
> CCCCSCCCNC(=O)CS(=O)Cc1nc(-c2cccc(C)c2)oc1C (centres undefined)
    -2.5% | -14.3% | -21.0% | -7.5% | -6.3% | 1.1% | 7.5% | -7.9%
> CC(C)NC(=O)C1CCCN(S(=O)(=O)c2ccc(-n3cnnn3)cc2)C1 (centres undefined)
    i | . | -1.6% | 0.1% | -3.2% | 10.6% | 21.7% | -0.6%
> Cc1c(C(=S)Nc2ccccc2)cnn1-c1ccccc1
    -14.3% | -6.3% | -5.6% | -4.1% | 3.3% | -6.3% | 0.3% | -2.6%
> COc1ccc(NC(=O)c2ccc(C)cc2)c(OC)c1
    -0.4% | 1.1% | -5.5% | 0.9% | -7.2% | 9.8% | 5.5% | -12.3%
